EP2 antag – EP2 receptor (human) inhibition. P43116. C6 glioma cells expressing human EP2, cAMP TR-FRET; cells stimulated with saturating PGE2. inhibition, % at 25 µM. actives 0.52% (n = 260,000). AID 1422;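 active = percent inhibition above 40 after rounding to a whole number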;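 note: rat C6 glioma host cells with rolipram phosphodiesterase inhibitor present; the protocol text gives 20 µM as final concentration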
Target sequence (P43116 whole entry, looked up): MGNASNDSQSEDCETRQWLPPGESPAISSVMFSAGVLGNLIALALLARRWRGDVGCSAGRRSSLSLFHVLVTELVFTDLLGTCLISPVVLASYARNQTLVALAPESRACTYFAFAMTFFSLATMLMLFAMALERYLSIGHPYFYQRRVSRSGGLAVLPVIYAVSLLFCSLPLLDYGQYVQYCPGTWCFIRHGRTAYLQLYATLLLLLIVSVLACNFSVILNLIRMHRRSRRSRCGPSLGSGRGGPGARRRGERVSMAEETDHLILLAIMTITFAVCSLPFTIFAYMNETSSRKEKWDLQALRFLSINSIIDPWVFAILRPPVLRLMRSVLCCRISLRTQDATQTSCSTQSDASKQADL
* = called active by the depositor. The list is partial; count on the stated rates, not on these rows.

SMILES	EP2 antag
COCCn1c(SCC(=O)N2CCc3ccccc32)nnc1-c1ccco1	9
Cc1n(N)c2ccccc2[n+]1CC(=O)c1ccc(Cl)cc1	8
COc1cc2cc(CN(C(=O)c3ccccc3F)C3CCCC3)c(=O)[nH]c2cc1OC	14
CCN1CCN(C(C)C(=O)Nc2ccc(F)c(Cl)c2)CC1 (stereo unspecified)	3
CCN1CCN(C(c2cc3cc(C)cc(C)c3[nH]c2=O)c2nnnn2CCOC)CC1 (stereo unspecified)	5
CCn1c(SCC(=O)Nc2ccc(C)c(Cl)c2)nnc1-c1ccco1	9
O=C(NCCCO)C1CCN(S(=O)(=O)c2ccc(F)cc2)CC1	6
CC1CCN(c2nc3c(c(=O)[nH]2)CN(Cc2cn[nH]c2-c2cccs2)CC3)CC1	7
COc1ccccc1C(=O)N1CCC(n2nnc3ccccc3c2=O)CC1	11
CC(=O)Nc1cc2c(cc1N)OCCO2	16
C[N+]1(C)CCc2cc(O)c(O)cc2[C@H]1Cc1ccc(O)c(O)c1	30
COC(=O)c1cccc(-n2nnnc2SCC(=O)Nc2nc(C)c(C)s2)c1	10
O=C(NC1CCN(C(=O)NC2CCCCC2)CC1)c1ccc(F)cc1	7
O=C(Nc1ccc(-c2nn3cnnc3s2)cc1)c1ccc(Br)o1	10
O=C(O)[C@H]1CN(C(=O)c2ccccn2)C[C@@H]1c1ccc(F)cc1	7
CC(C)(C)NC(=O)CSc1nc(-c2ccc(F)cc2)nc2ccc(F)cc12	6
CC1=NN(C(=O)c2ccccc2Cl)C(O)(C2CCCCC2)C1 (stereo unspecified)	12
CCOC(=O)Cn1nnnc1CN(Cc1ccccc1)Cc1cc2c(C)cc(C)cc2[nH]c1=O	15
Cc1ccc(-n2nnc(-c3cccnc3)n2)cc1	11
Cc1ccc(C)c2nc(SCC(=O)N3CCCC3)c(C#N)cc12	14
NC(=O)CSc1ncc(-c2ccc(F)cc2)n1Cc1ccco1	13
COc1ccc(NC(=O)N(Cc2ccccc2)Cc2cc3ccc(C)cc3[nH]c2=O)cc1	9
CC1CCc2c(sc3ncnc(NCC(=O)O)c23)C1 (stereo unspecified)	7
O=C(CN1CCCCC1)Nc1ccc(Oc2ccccc2)cc1	15
CN(C)c1ccc(C(=O)NCCc2nc(-c3ccncc3)n[nH]2)cc1	6
CCOc1cc(CN2CCN(S(=O)(=O)c3ccc(F)cc3)CC2)ccc1OC	15
COCCNC(=S)N1CCC(NC(=O)c2ccc(OC)cc2)CC1	20
CCOc1ccc2[nH]c(=O)c(CN(C3CCCC3)S(=O)(=O)c3ccccc3Cl)cc2c1	9
C=CC[N+]1(CC#Cc2cccc3ccccc23)CCOCC1	12
CC(=O)C1=C(O)C(=O)N(CCCNCCO)C1c1ccc(F)cc1 (stereo unspecified)	10
COc1ccc(C2(NC(=O)Cn3nc(C)c4ccccc4c3=O)CCCCC2)cc1	4
Cc1ccc(-c2cc(N)c(=O)n(CC(=O)NC(c3ccccc3)c3ccccc3)n2)o1	9
CCOC(=O)Cn1nnnc1CN(Cc1ccc(F)cc1)Cc1cc2c(C)cc(C)cc2[nH]c1=O	9
O=C(COc1ccc(S(=O)(=O)NC2CCCCC2)cc1)N1CCCC1	11
O=C(CSc1nccc2ccccc12)NC1CCCOC1 (stereo unspecified)	2
Cc1cccc2cc(CN(Cc3ccc4c(c3)OCO4)C(=O)C3CC3)c3nnnn3c12	12
O=c1sc2ccccc2c(Cl)c1[N+](=O)[O-]	6
COc1ccc(-c2cc(C(F)(F)F)nc(SCC(=O)Nc3ccccc3)n2)cc1OC	6
CCCc1nnc(NC(=O)C(CC)Oc2ccccc2)s1 (stereo unspecified)	10
COc1ccc(C(=O)N(Cc2nc3sc4c(c3c(=O)[nH]2)CCCC4)Cc2cccs2)cc1	8
CCN(CC)CCCNC(=S)N(CCO)Cc1cc2ccc(C)c(C)c2[nH]c1=O	8
Cc1cc(C)nc(Nc2ccc(OC(C)C)cc2)n1	15
CCC(=O)Nc1ccc(NC(=O)c2ccccc2OC)nc1	14
CCn1c(COc2ccc(OC)cc2)nnc1SCC(=O)Nc1ccccc1C	10
Cc1cc(C)cc(NC(=O)C[n+]2ccccc2)c1	4
C/C1=C/CC(C)(C)/C=C/C/C(C)=C/CC1	8
OC(CN1CCN(c2ccccc2)CC1)c1ccc2c(c1)OCCCO2 (stereo unspecified)	4
C[N+]1(C)C[C@H](O)[C@H](C(=O)[O-])C1	11
O=C(O)c1ccc(-c2noc(-c3ccccc3Cl)n2)cc1	13
O=C(NC1CCCCC1)c1cc(-c2ccccc2Cl)on1	3
Cn1c(=O)c2c(nc(N3CCN(CCO)CC3)n2Cc2cccc3ccccc23)n(C)c1=O	17
O=C(CSc1nnc(-c2c[nH]c3ccccc23)o1)N1CCCCCC1	7
C=C1CCC(OC(C)=O)/C(C)=C/C[C@@H]2[C@@H]1CC2(C)C (stereo partly specified)	13
COc1cccc(OC)c1NC(=O)C1CCCN(c2ncccn2)C1 (stereo unspecified)	11
COc1ccccc1C1(O)CCCN(C(=O)COc2ncnc3ccccc23)C1 (stereo unspecified)	9
Cc1cccc(N2C(=O)SC(Nc3ccc(S(N)(=O)=O)cc3)C2=O)c1 (stereo unspecified)	22
COc1ccc(/C(O)=C2/C(=O)C(=O)N(CCCn3ccnc3)C2c2ccncc2)cc1F (stereo unspecified)	16
CCC(C)(C)NC(=O)c1ccc2c(c1)N(CC(=O)OC(C)C)C(=O)C(C)(C)O2	10
COc1ccccc1N(C(=O)Cc1cccs1)C(C(=O)NC1CCCC1)c1ccccc1 (stereo unspecified)	11
O=C(Nc1ccc(Cc2ccncc2)cc1)c1ccc2c(c1)OCO2	11

(cont.)
SMILES	EP2 antag
CCc1nn(CC(N)=O)c(=O)c2cc3oc(C)cc3n12	4
Cc1ccc(C)c2[nH]c(=O)c(CN(CCO)C(=S)NCc3ccco3)cc12	7
O=c1cc[nH]c(=S)[nH]1	13
OC(CN1CCC(O)(c2ccc(C(F)(F)F)cc2)CC1)c1ccccc1 (stereo unspecified)	8
Cc1nn(C(C)CC(=O)NCc2nc(-c3ccccc3)no2)c(C)c1C (stereo unspecified)	4
OCCCc1nc2ccccc2n1Cc1ccc(Cl)cc1	17
O=S(=O)(Nc1ncccn1)c1ccc(Cl)cc1	6
Cn1c(N2CCC(C(=O)Nc3ccc4c(c3)OCCO4)CC2)nc2ccccc21	1
COc1ccc(C(=O)COC(=O)CCn2nnc3ccccc32)cc1Br	19
CN(C(=O)c1ccc(C(C)(C)C)cc1)c1nnc(-c2cccnc2)s1	13
CC(=O)N1CCN(C(=O)C2(NC(=O)NCc3ccccc3)CCCCC2)CC1	9
C/C(N[O-])=C(\C)[N+]([O-])=[Cu].C/C(N[O-])=C(\C)[N+]([O-])=[Cu].CC(=N\[O-])/C(C)=N/[O-].CC(=N\[O-])/C(C)=N/[O-]	56*

Quoted at random: five compounds from above.
SMILES	EP2 antag
COc1ccc(C(=O)COC(=O)CCn2nnc3ccccc32)cc1Br	19
OCCCc1nc2ccccc2n1Cc1ccc(Cl)cc1	17
O=c1cc[nH]c(=S)[nH]1	13
Cc1ccc(C)c2[nH]c(=O)c(CN(CCO)C(=S)NCc3ccco3)cc12	7
Cn1c(N2CCC(C(=O)Nc3ccc4c(c3)OCCO4)CC2)nc2ccccc21	1

(cont.)
SMILES	EP2 antag
COc1ccc(CN(Cc2cc3c(C)cc(C)cc3[nH]c2=O)C(=O)NC2CCCCC2)cc1	7
CC(C)N(C(=O)Cn1ncc2cccn2c1=O)C(C)C	8
O=C1NC2(CCN(C(=O)CN3C(=O)COc4ccccc43)CC2)Oc2ccccc21	7
C[C@@H](Cn1nnc2ccccc21)NC(=O)c1cc(=O)c2ccccc2o1	5
COC(=O)c1c(NC(=O)c2ccccc2OC)sc(C(=O)Nc2cccc(OC)c2)c1C	6
O=S(=O)(c1ccc(S(=O)(=O)N2CCC(c3nc4ccccc4[nH]3)CC2)cc1)N1CCOCC1	8
CC1CC(C(F)F)n2nc(C(=O)Nc3cc(Cl)ccc3C#N)nc2N1 (stereo unspecified)	4
Cc1ccccc1NC(=O)CSc1nnc2c(n1)[nH]c1ccccc12	9
COc1cccc(CN(Cc2cccnc2)C2CC(C)(C)NC(C)(C)C2)c1O	9
COc1ccc(CNc2c(-c3cc(OC)c(OC)c(OC)c3)nc3cnccn23)cc1	14
COc1ccc(N2CCN(Cc3nnnn3CC3CCCO3)CC2)cc1 (stereo unspecified)	17
CCOC(=O)c1sc(NC(=O)c2ccc(OC)cc2)c(C#N)c1C	14
COc1ccccc1NC1CCS(=O)(=O)C1 (stereo unspecified)	7
COc1cc(C2C(C#N)=C(N)Oc3n[nH]c(-c4cccs4)c32)cc(OC)c1OC(C)=O (stereo unspecified)	16
O=C(Cn1cc(C(=O)c2ccccc2F)c2ccccc21)NCC1CCCO1 (stereo unspecified)	14
CC(C)(N)C(=O)N[C@@H]1C(=O)N2[C@H]1SC(C)(C)[C@H]2C(=O)O	7
CC(C)(C)c1nnc(NC(=O)/C=C/c2ccc3c(c2)OCO3)s1	15
Cn1c(SCC(=O)Nc2cccc(Cl)c2)nnc1-c1ccco1	11
COc1ccc(CN2CCC(O)(c3ccc(C)cc3)CC2)cc1OC(C)C	7
COc1ccc(S(=O)(=O)N2CCCC(C(=O)Nc3cccc(C)c3)C2)cc1Cl (stereo unspecified)	10
CCc1ccc2[nH]c(=O)c(CN(CCCO)C(=O)NC3CCCCC3)cc2c1	8
CCOC(=O)C1=C(C)NC(=O)NC1c1ccc(OC(C)=O)cc1 (stereo unspecified)	14
CCOC(=O)c1ccc(NC(=O)CN2CCN(c3ccc(OC)cc3)CC2)cc1	12
O=C(NC1CC1)C1=C[C@@H](c2ccc(C(F)(F)F)cc2)C[C@@H](OCc2ccc(CO)cc2)O1	13
COC(=O)c1c(NC(=O)c2cccs2)sc(C(=O)Nc2ccc(C)cc2C)c1C	12
CCOC(=O)c1c(-c2ccc(F)cc2)csc1NC(=O)C(C)C	11
COc1ccc(N2CC(C(=O)Nc3ccccc3OC)CC2=O)cc1 (stereo unspecified)	13
COc1cccc(/C(O)=C2/C(=O)C(=O)N(Cc3ccco3)C2c2ccc(O)c(OC)c2)c1 (stereo unspecified)	10
CCOc1ccc(C2C(C(=O)Nc3ccccc3OC)=C(C)Nc3ncnn32)cc1OCC (stereo unspecified)	13
Nc1cccc(NC(=O)CN2CCOCC2)c1	11
COc1ccc(C2(NC(=O)c3cc(-c4cnn(C)c4)n[nH]3)CCCCC2)cc1	0
Cn1c(SCC(=O)Nc2ccc(Br)cc2)nnc1-c1ccccc1Br	14
COc1ccc(C2(NCc3ccc(OC)c(CN4CCOCC4)c3)CCCC2)cc1	3
CCn1c(CSc2nc(C)cc(C)n2)nnc1SCC(=O)Nc1c(C)cc(C)cc1C	7
Cc1ccc2cc3c(N)c(C(=O)N4CC(=O)Nc5ccccc54)sc3nc2c1C	11
COCCNC(=O)C(c1ccco1)N(C(=O)Cn1nnc2ccccc21)c1ccccc1 (stereo unspecified)	13

Part of the list above in order of length of the SMILES, highest first.
SMILES	EP2 antag
COc1ccc(C2(NC(=O)c3cc(-c4cnn(C)c4)n[nH]3)CCCCC2)cc1	0
COCCNC(=O)C(c1ccco1)N(C(=O)Cn1nnc2ccccc21)c1ccccc1 (stereo unspecified)	13
Nc1cccc(NC(=O)CN2CCOCC2)c1	11

New compounds follow.
SMILES	EP2 antag
N#CCCN1CCN(C(=S)c2ccc(-c3ccc(Br)cc3)o2)CC1	12
COc1ccc(CCN(Cc2nc3ccccc3c(=O)[nH]2)C(=O)c2cccc(Cl)c2)cc1OC	13
Cc1cc(C)n2ncc(C(=O)Nc3sc4c(c3C#N)CCCC4)c2n1	6
Cc1ccc(CC(=O)NCCN2CCC(O)(c3ccc(F)cc3)CC2)cc1	7
CCOC(=O)CSc1nc2cc(OC)c(OC)cc2cc1C#N	23
COc1ccc(NC(=O)c2ccco2)cc1NC(=O)COc1ccc(C)cc1	11
O=C(N[C@H](CO)[C@H](O)c1ccc([N+](=O)[O-])cc1)C(Cl)Cl	15
CCOc1ccc2[nH]c(=O)c(C(c3nnnn3C3CCCC3)N3CCN(CC)CC3)cc2c1 (stereo unspecified)	7
CC(C)C(=O)N1CCN(Cc2nc3sc4c(c3c(=O)[nH]2)CCC(C(C)(C)C)C4)CC1 (stereo unspecified)	7
CCc1cc2cc(C)cc(C)c2nc1SCC(=O)Nc1nc(C)cs1	12
CC1CCCC(N2CCN(C(C)C)CC2)C1 (stereo unspecified)	18
CCn1c(COc2ccccc2OC)nnc1SCc1ccccc1	16

Continued, starting with the last 4 of the part before.
SMILES	EP2 antag
CC(C)C(=O)N1CCN(Cc2nc3sc4c(c3c(=O)[nH]2)CCC(C(C)(C)C)C4)CC1 (stereo unspecified)	7
CCc1cc2cc(C)cc(C)c2nc1SCC(=O)Nc1nc(C)cs1	12
CC1CCCC(N2CCN(C(C)C)CC2)C1 (stereo unspecified)	18
CCn1c(COc2ccccc2OC)nnc1SCc1ccccc1	16
O=C(O)c1cc(Cl)cc(Cc2cc(Cl)cc(C(=O)O)c2O)c1O	39
Cc1cccc2cc(CN(CC3CCCO3)C(=O)Nc3cccc(Cl)c3)c(=O)[nH]c12 (stereo unspecified)	5
COc1ccc(-n2c(CSc3nc(C)cc(C)n3)nnc2SCC(=O)O)cc1	3
CCCN(Cc1cc2cccc(C)c2[nH]c1=O)C(=O)c1cc(OC)cc(OC)c1	3
Cc1cccc(NC(=O)C(C)Oc2ccc3c(C)cc(=O)oc3c2)c1C (stereo unspecified)	8

For convenience, part of the list above.
SMILES	EP2 antag
CCCN(Cc1cc2cccc(C)c2[nH]c1=O)C(=O)c1cc(OC)cc(OC)c1	3
Cc1cccc(NC(=O)C(C)Oc2ccc3c(C)cc(=O)oc3c2)c1C (stereo unspecified)	8
